# Screening results: PubChem BioAssay, several laboratories
# DAGLB inhibitor = blocks human DAGLB lipase activity | Q8NCG7 | HEK293T DAGLB membrane lysate, EnzChek fluorogenic substrate | inhibition, % at 5.17 µM | hit rate 0.059% among 340,000; in the data active = inhibition above about 34%;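 note: 0% = enzyme with vehicle and 100% = wells lacking enzyme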
# DSG3 Ab inh = human desmoglein-3 autoantibody binding inhibition | P32926 | binding (percent of control), % at 10 µM | AID 588358 | DSG3-coupled beads, scFv-anti-DSG3-GFP binding, flow cytometry; hits give low values | hit rate 0.48% among 310,000;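 active = binding more than 3 SD below its plate's average and above zero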;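 note: hits lower antibody fragment binding to DSG3; some compounds called inactive have numbers as strong as hits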
# Target sequence (P32926 whole entry, looked up, the tested form may be a part): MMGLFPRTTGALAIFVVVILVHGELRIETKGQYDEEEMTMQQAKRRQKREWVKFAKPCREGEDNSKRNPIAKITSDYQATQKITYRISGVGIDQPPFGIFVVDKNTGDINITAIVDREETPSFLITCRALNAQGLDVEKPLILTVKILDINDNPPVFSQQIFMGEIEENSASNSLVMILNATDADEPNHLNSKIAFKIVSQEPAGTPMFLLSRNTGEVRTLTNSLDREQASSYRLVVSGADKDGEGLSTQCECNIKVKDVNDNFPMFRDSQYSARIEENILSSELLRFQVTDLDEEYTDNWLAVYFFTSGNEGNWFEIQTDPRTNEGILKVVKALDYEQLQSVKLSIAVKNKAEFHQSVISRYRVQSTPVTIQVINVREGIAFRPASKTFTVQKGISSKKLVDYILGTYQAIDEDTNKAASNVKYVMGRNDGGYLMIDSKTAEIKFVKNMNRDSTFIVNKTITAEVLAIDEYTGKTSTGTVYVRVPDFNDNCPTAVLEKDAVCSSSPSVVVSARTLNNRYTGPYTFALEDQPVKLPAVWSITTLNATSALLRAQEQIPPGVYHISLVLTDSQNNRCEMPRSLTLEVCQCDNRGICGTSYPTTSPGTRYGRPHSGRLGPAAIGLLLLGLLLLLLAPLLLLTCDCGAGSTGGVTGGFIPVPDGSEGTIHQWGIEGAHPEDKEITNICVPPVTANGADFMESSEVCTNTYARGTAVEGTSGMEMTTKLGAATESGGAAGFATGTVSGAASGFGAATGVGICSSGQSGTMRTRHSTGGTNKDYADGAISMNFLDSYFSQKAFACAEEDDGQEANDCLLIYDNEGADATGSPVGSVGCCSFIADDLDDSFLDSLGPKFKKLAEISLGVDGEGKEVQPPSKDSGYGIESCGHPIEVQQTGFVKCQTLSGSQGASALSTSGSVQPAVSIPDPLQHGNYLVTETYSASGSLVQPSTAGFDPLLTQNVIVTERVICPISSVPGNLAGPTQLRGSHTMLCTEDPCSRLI
# LANA DNA inh = blocks KSHV LANA C-terminal domain binding to DNA | hit rate 0.078% among 340,000 | MBP-C-LANA/FAM-LBS DNA binding, fluorescence polarization | AID 504423 | inhibition, % at 9 µM;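 active = highest replicate inhibition at or above 60% at 9 µM, even if other replicates fall short; inactive = all replicates below 60% inhibition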;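 note: 0% = neutral control wells and 100% = 4 µM acridine orange control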
# CAL PDZ FP-1 = human CAL PDZ-peptide interaction inhibition. Q9HD26. purified CAL PDZ, TMR-peptide fluorescence polarization, 1 h. inhibition, % at 20 µM. hit rate 0.02% among 330,000. AID 504414;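 active = highest replicate inhibition of at least 40%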;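 note: plate controls were DMSO neutral control wells for no effect and unlabeled competitor peptide control wells for full effect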
#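 material = purified tagged CAL PDZ domain construct (CerCALP) | compound dosing = 20 µM, one dose | times = 1 h at RT | measured by = fluorescence polarization from S- and P-plane intensities, G-factor corrected | read-out = inhibition from polarization loss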
# Arr AP2 block = inhibitors of human beta-arrestin and AP2 interaction; inhibition, % at 10 µM; hit rate 0.31% among 340,000; FITC-arrestin peptide / GST-AP2 beads, flow cytometry; AP2 beta2 appendage carries R879A mutation; AID 504490;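 active = inhibition above a set limit, near 3 SD of compounds lacking own fluorescence, cut at about 54% in these data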;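 note: plate controls were DMSO wells for no effect and 5 µM unlabelled arrestin peptide for full effect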
#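 test system = AP2 appendage R879A on GSH beads | buffer or medium = PBS plus Tween 20 (0.05%) and BSA (0.1%) | incubation = 12 min plus 1 h, RT | detection = bead flow cytometry, FITC channel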
# NSD2 inh = inhibitors of human histone methyltransferase NSD2. O96028. NSD2 peptide methylation, AlphaScreen, 120 min. inhibition, % at 12.5 µM. hit rate 0.54% among 310,000; in the data active = inhibition above about 50%
# RTF Ca sens inh = cardiac RTF calcium desensitization; P19429+P45379; IANBD-labeled cardiac RTF, Ca2+ fluorescence; inhibition, % at 7.15 µM; hit rate 0.12% among 340,000; AID 493244;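 active = inhibition above the mean inhibition of all tested compounds plus 3 SD, cut at about 17% in these data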;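 note: assay run at fixed EC70 calcium of 1.6 mM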
# Keap1-Nrf2 PPI = Keap1-Nrf2 (human) interaction inhibition | Q14145 | inhibition, % at 9.4 µM | hit rate 0.15% among 340,000 | AID 504523 | Keap1 Kelch-Nrf2 peptide fluorescence polarization, 1536-well; in the data active = inhibition above about 12%;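 note: human Keap1 Kelch domain with fluorescein labeled Nrf2 9mer peptide probe; 0% = neutral control wells and 100% = peptide positive control; higher means more block of Keap1 binding to Nrf2 peptide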
# V-ATPase pHluor = yeast V-ATPase proton transport regulation by pHLuorin; S. cerevisiae, pHLuorin cytosolic pH fluorescence; response, % at 10 µM; hit rate 0.37% among 350,000; AID 504577; in the data active = response mostly above about 7.3%, no sharp cut-off; inactive = mostly below about 5.4%; note: actives read high; inactives centre near 0; some compounds called inactive have numbers as strong as hits; reference of the scale not given here
# CAL PDZ FP-2 = blocks peptide binding to the human CAL PDZ domain; hit rate 0.92% among 300,000; AID 602252; inhibition, % at 24.9 µM; purified CAL PDZ, TMR-peptide fluorescence polarization, 1 h; Q9HD26;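 active = mean inhibition of at least 30% with at least half of replicates also reaching 30%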;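 note: 0% = DMSO neutral control and 100% = excess unlabeled competitor peptide PRC23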
# * = called active by the depositor; i = inactive; . = no result given. The list is partial. The share of hits here may be higher or lower than overall.
smiles | DAGLB inhibitor | DSG3 Ab inh | LANA DNA inh | CAL PDZ FP-1 | Arr AP2 block | NSD2 inh | RTF Ca sens inh | Keap1-Nrf2 PPI | V-ATPase pHluor | CAL PDZ FP-2
CCc1ccc(-n2nnnc2SCC(=O)Nc2ccc(NC(C)=O)cc2)cc1 | -1 | 119 | -0.6 | -0.6 | 4 | 1 | 6 | 0 | 0 | -1
O=C(c1ccccc1)N1CCN(C(=O)c2ccccc2Br)CC1 | 0 | . | -0.3 | -0.6 | -1 | -3 | -11 | -7 | 0 | 0
COc1ccc(C2CC(c3ccccc3)=NN2C(=O)CN2CCN(Cc3ccccc3)CC2)cc1 (stereo not given) | -5 | 103 | 0.4 | -0.7 | 10 | -3 | 1 | -5 | 1 | .
CCOc1ccccc1NC(=O)C1CCC(CNc2c(N3CCCCC3)c(=O)c2=O)CC1 (stereo not given) | 3 | 91 | -0.5 | -2.7 | -5 | -1 | -3 | 6 | 0 | -3
CN(CCC1CCOCC1)C(=O)CC1C(=O)NCCN1C/C=C/c1ccccc1 (stereo not given) | 2 | 106 | -2.1 | 0.5 | 11 | -3 | 1 | -3 | -1 | .
O=C1/C(=C\c2cc(Cl)c(O)c(Cl)c2)SC(=S)N1Cc1ccccc1 | -64 | 207 | -22 | -6.8 | -17 | 5 | i | -35 | 97* | -41
COc1ccc(S(=O)(=O)N2CCCCC2)cc1NC(=O)c1ccc(OC)c(OC)c1 | 0 | 102 | 0.7 | -3.3 | 1 | 3 | -6 | -3 | 2 | -1
c1ccc(-c2csc(Nc3ccc4c(c3)OCCO4)n2)cc1 | -2 | 109 | -0.1 | -2.6 | 2 | 10 | -2 | -2 | -1 | 1
COC(=O)c1cc(C(=O)Nc2ccc(Cl)cn2)cc([N+](=O)[O-])c1 | 2 | 99 | -1.0 | -0.4 | 7 | -1 | -5 | -6 | 0 | 0
CCc1c(C)sc(NC(=O)c2cnn3cccnc23)c1C#N | -1 | 100 | 0.9 | -0.3 | -4 | 9 | 1 | -5 | -2 | 2
CCN(C(=O)CSc1nnc(NCCOC)s1)c1c(N)n(Cc2ccccc2)c(=O)[nH]c1=O | 0 | 112 | 1.0 | -0.8 | 14 | -2 | -3 | 3 | -1 | -4
COC(=O)NC1CCS(=O)(=O)C1 (stereo not given) | 0 | 105 | 2.8 | -2.3 | 1 | -1 | -5 | -7 | 2 | 7

# Next part:
smiles | DAGLB inhibitor | DSG3 Ab inh | LANA DNA inh | CAL PDZ FP-1 | Arr AP2 block | NSD2 inh | RTF Ca sens inh | Keap1-Nrf2 PPI | V-ATPase pHluor | CAL PDZ FP-2
COc1cccc(C(=O)NC2CCN(C(=O)N3c4ccccc4Sc4ccccc43)CC2)c1 | 2 | 104 | -0.1 | -0.2 | 10 | 4 | -4 | -2 | -1 | -1
O=C(c1ccc(Cl)c(S(=O)(=O)N2CCCCC2)c1)N1CCCC1 | -2 | 108 | 0.8 | 0.3 | 19 | 0 | 0 | -6 | 2 | -2
CCC(C)C(=O)C(=O)N1CCC(n2nccc2NC(=O)CCOc2ccccc2)CC1 (stereo not given) | -2 | 106 | . | . | . | -1 | . | . | -2 | .
COc1ccccc1OCC(=O)NNC(=O)CSC(=S)N1CCCC1 | -3 | 96 | 1.5 | -0.8 | -12 | 1 | -7 | -1 | -2 | .
CSc1ncccc1C(=O)OCc1ccc(C#N)cc1 | -14 | 88 | 1.1 | -4.7 | -2 | -6 | -16 | -3 | 1 | 3
O=C(Cc1csc(Nc2nc(=S)[nH]c3ccccc23)n1)NCCCN1CCN(c2ccccc2F)CC1 | -1 | 111 | 2.9 | -1.2 | 40 | 4 | 16 | -4 | -1 | -4
Cc1ccccc1NS(=O)(=O)c1cccc(C(=O)Nc2cccc(C(=O)O)c2)c1 | 0 | 98 | -0.8 | -0.4 | 16 | -2 | -1 | 3 | -1 | -6
O=C(COc1ccccc1Cl)NC(=O)NC1CCCCC1 | 0 | 103 | -0.8 | -2.8 | -1 | -3 | 7 | -2 | 3 | 1
O=C1CCC(=O)N1c1ccc(S(=O)(=O)N2CCCC2)cc1 | -1 | . | -1.2 | -3.6 | 1 | -2 | -14 | -9 | 1 | .
C=CCN(CC=C)C(=O)c1ccc2nc(Cc3ccc(OC)c(OC)c3)oc2c1 | -2 | 93 | 0.7 | -20 | -9 | 0 | -9 | -1 | -6 | -9
CC(=O)c1sc(NC(=O)CSC(C)C(=O)Nc2cc(C)on2)nc1-c1ccccc1 (stereo not given) | 1 | 93 | -0.2 | -2.1 | -25 | 4 | -7 | -1 | 0 | -6
Cc1ccc2nc(NC(=O)C3CCN(S(=O)(=O)c4cccnc4)CC3)sc2c1 | 0 | 98 | 0.0 | -1.0 | 30 | . | -3 | -4 | 0 | .

# (next part)
smiles | DAGLB inhibitor | DSG3 Ab inh | LANA DNA inh | CAL PDZ FP-1 | Arr AP2 block | NSD2 inh | RTF Ca sens inh | Keap1-Nrf2 PPI | V-ATPase pHluor | CAL PDZ FP-2
CN(C(=O)c1cccc(NC(=O)Cc2cccc(NC(=O)C3CCN(C(=O)c4ccccc4)CC3)c2)c1)C1CC1 | 0 | 101 | -1.0 | -0.5 | 6 | . | -7 | 0 | 0 | -5
COc1ccccc1CNCc1cc(Br)ccc1OC | -1 | 98 | 0.0 | . | -12 | 3 | -1 | -2 | 2 | -1
N#C/C(=C\c1ccc(Br)s1)C(=O)N1CCN(c2ccccc2)CC1 | -9 | 108 | 0.5 | -3.3 | 2 | -2 | -7 | 4 | 2 | -2
Cc1cccc(Nc2nc(CC(=O)O)cs2)c1 | -1 | 103 | 0.3 | 0.2 | 2 | 2 | -4 | -6 | -3 | -1
O=c1c2[nH]c3ccc(F)cc3c2ncn1C1CCCCC1 | 0 | 111 | -1.7 | -0.4 | 4 | -1 | 1 | -5 | 2 | -3
Cc1noc(C)c1NC(=O)N(C)C[C@H]1Oc2ccc(NS(=O)(=O)c3ccc(F)cc3)cc2C(=O)N([C@H](C)CO)C[C@@H]1C | 2 | 105 | 0.0 | -0.3 | -3 | . | -4 | -2 | 3 | 3
CCCCC(=O)OCc1c(-c2cccc(OC)c2)ncc2ccccc12 | -7 | 108 | 1.1 | -0.2 | 7 | . | 0 | 1 | 4 | 1
Cc1nnc(N/N=C/c2ccc([N+](=O)[O-])cc2)n1N | 0 | 106 | -2.2 | -0.2 | 49 | -2 | -5 | -4 | -1 | -4
Cc1ccnc(NC(=O)c2ccc([N+](=O)[O-])o2)c1 | -4 | 118 | 0.9 | -1.1 | 7 | -1 | -2 | 2 | 10 | -1
CCCCCCn1c(NCC)nc2c1c(=O)[nH]c(=O)n2C | -1 | 105 | 1.2 | 0.1 | 1 | 1 | -11 | 2 | 0 | -3
COc1ccccc1NS(=O)(=O)c1cccc(C(=O)NN=C2CCCCCC2)c1 | -1 | 132 | -1.7 | -2.4 | 39 | -1 | 11 | 7 | 7 | -6
Cc1ccc(N2CCN(Cc3ccccc3)CC2=O)c(C)c1 | -3 | 102 | -2.5 | 0.3 | 27 | 2 | -2 | 3 | 3 | 1

# (cont.)
SMILES | DAGLB inhibitor | DSG3 Ab inh | LANA DNA inh | CAL PDZ FP-1 | Arr AP2 block | NSD2 inh | RTF Ca sens inh | Keap1-Nrf2 PPI | V-ATPase pHluor | CAL PDZ FP-2
Nc1ccc(C(=O)N/N=C/c2cn(Cc3ccc(F)cc3)c3ccccc23)cc1 | 3 | 99 | 0.4 | 0.0 | 27 | -1 | 2 | 4 | -2 | -6
CC(C)OCCCNC(=O)c1sc(=S)n(C)c1N | -2 | 102 | 3.0 | 1.7 | -3 | 0 | -5 | 5 | 2 | -1
Cc1oc(-c2ccc(Cl)cc2)nc1CSCC(=O)NCCCN1CCOCC1 | 4 | 81 | 0.0 | -1.3 | 24 | -1 | -4 | -4 | 2 | -7
Cn1c(=O)oc2cc(S(=O)(=O)NCc3ccccn3)ccc21 | 1 | 107 | 0.8 | -1.1 | -6 | . | -14 | 5 | -2 | .
CCOC(=O)C1C(=O)CC(C)(O)C(C(=O)OCC)C1c1cc(Br)ccc1OC (stereo not given) | -2 | 100 | 1.0 | -1.0 | -4 | -3 | -8 | -5 | -2 | 0
O=C(O)CCC(=O)NNC(=O)COc1ccc2ccccc2c1Br | . | 99 | -2.2 | -0.3 | 45 | 0 | . | 0 | 5 | 8
O=C(Nc1ccc(N2CCN(Cc3ccccc3F)CC2)cc1)c1ccccc1[N+](=O)[O-] | 6 | 110 | 0.4 | -1.2 | 3 | 12 | -8 | -2 | -2 | .
CC1C(=O)CCN(C(C)(C)C)C1C (stereo not given) | -3 | 102 | -0.5 | -0.4 | 22 | 5 | 7 | -3 | -4 | -1
O=C(CSc1nnc2ccccn12)NNC(=O)c1cccc([N+](=O)[O-])c1 | -1 | 101 | -0.1 | -0.1 | 0 | . | 1 | 3 | 3 | .
CCC1(C)Cc2ccccc2-c2nc(NCCO)[nH]c(=O)c21 (stereo not given) | 1 | 104 | -0.6 | -0.6 | 1 | -3 | -5 | -4 | -3 | -7
Cc1cccc(NS(=O)(=O)c2cc(C(=O)N3CCCCCC3)ccc2C)c1 | 2 | 106 | 0.4 | -0.2 | -10 | -1 | -2 | -5 | -1 | .
c1ccc(C2=Nn3c(Cn4nnc5ccccc54)nnc3SC2)cc1 | . | 100 | . | . | -5 | -2 | . | . | 0 | .
CCOC(=O)CNC(=O)CSc1nnc(COc2ccc(Cl)cc2)n1CC | -3 | . | 4.7 | -0.7 | 6 | 1 | -16 | 1 | 18* | -2
CCCC(=O)OCCNC(=O)c1cc2ccccc2oc1=O | -4 | . | 1.0 | -2.2 | -2 | -1 | -1 | -3 | 1 | -3
COc1ccccc1Nc1ncc(-c2cccs2)s1 | 2 | 97 | 0.5 | -0.1 | 6 | 4 | -11 | 1 | 2 | 1
O=C(O)CCCCCNS(=O)(=O)c1ccc2c(c1)OCCO2 | -4 | 102 | 0.7 | 0.7 | 12 | -2 | -17 | -3 | 0 | .

# 6 successive records from above:
SMILES | DAGLB inhibitor | DSG3 Ab inh | LANA DNA inh | CAL PDZ FP-1 | Arr AP2 block | NSD2 inh | RTF Ca sens inh | Keap1-Nrf2 PPI | V-ATPase pHluor | CAL PDZ FP-2
Cc1cccc(NS(=O)(=O)c2cc(C(=O)N3CCCCCC3)ccc2C)c1 | 2 | 106 | 0.4 | -0.2 | -10 | -1 | -2 | -5 | -1 | .
c1ccc(C2=Nn3c(Cn4nnc5ccccc54)nnc3SC2)cc1 | . | 100 | . | . | -5 | -2 | . | . | 0 | .
CCOC(=O)CNC(=O)CSc1nnc(COc2ccc(Cl)cc2)n1CC | -3 | . | 4.7 | -0.7 | 6 | 1 | -16 | 1 | 18* | -2
CCCC(=O)OCCNC(=O)c1cc2ccccc2oc1=O | -4 | . | 1.0 | -2.2 | -2 | -1 | -1 | -3 | 1 | -3
COc1ccccc1Nc1ncc(-c2cccs2)s1 | 2 | 97 | 0.5 | -0.1 | 6 | 4 | -11 | 1 | 2 | 1
O=C(O)CCCCCNS(=O)(=O)c1ccc2c(c1)OCCO2 | -4 | 102 | 0.7 | 0.7 | 12 | -2 | -17 | -3 | 0 | .
